Bioassay records from PubChem.
3CLpro inhibitor – SARS-CoV 3CLpro protease inhibition | inhibition, % at 6 µM | recombinant SARS-CoV 3CLpro, quenched FRET peptide cleavage | 0.14% of 290,000 active; in the data active = inhibition above about 12%
SSB-PriA inh – inhibitors of Klebsiella pneumoniae PriA binding to SSB C-terminal tail | AlphaScreen SSBct-PriA binding, biotinylated peptide | inhibition, % at 33 µM | 0.6% of 430,000 active | AID 1272365; in the data active = inhibition mostly above about 37%, no sharp cut-off; inactive = mostly below about 20%;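 also: plate controls were negative control peptide for no effect and reference peptide for full effect; strong numbers were not always called active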
Rv3671c inh – Rv3671c (M. tuberculosis) protease inhibition. inhibition, % at 5.96 µM. 0.048% of 320,000 active; in the data active = inhibition above about 38%;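 also: extracellular domain of Rv3671c used as enzyme; 0% = enzyme with DMSO and 100% = no enzyme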
Y pestis TopoI – Y. pestis Topo-I inhibition via cleavage products. activity, % at 10 µM. Y. pestis Topo-I cleavage product accumulation, plate reader. 0.064% of 360,000 active; in the data active = activity above about 50%, passing the limit was not always enough; also: inactives centre near 2
PfHsp40 rescue – compounds rescuing yeast from Plasmodium falciparum HSP40 toxicity. S. cerevisiae expressing PfHsp40, growth rescue, ATP luminescence. AID 504582. 0.68% of 340,000 active. growth rescue, % at 12.5 µM; in the data active = growth rescue above about 28%, passing the limit was not always enough;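 also: yeast W303a lacking pdr1 and pdr3 grown in galactose medium; growth measured after three days at 30 °C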
DUSP3 inh – blocks human VHR1 dual specificity phosphatase. P51452. recombinant VHR phosphatase, pNPP absorbance. inhibition, % at 13.3 µM. 0.52% of 290,000 active. AID 1654; in the data active = inhibition above about 50%; also: some compounds called inactive have numbers as strong as hits
Target sequence (P51452 whole entry, looked up): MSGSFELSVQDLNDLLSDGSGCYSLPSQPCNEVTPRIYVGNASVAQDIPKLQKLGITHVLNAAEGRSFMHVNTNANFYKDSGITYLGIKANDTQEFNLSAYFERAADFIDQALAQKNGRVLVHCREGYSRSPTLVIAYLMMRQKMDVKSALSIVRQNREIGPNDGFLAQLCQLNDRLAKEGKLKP
Vc quorum ag – quorum light induction in luxS cqsA deficient V. cholerae; V. cholerae BH1578 lux reporter, luminescence, 6 h; activation, % at 18.7 µM; 0.16% of 350,000 active; AID 588436; in the data active = activation mostly above about 9.7%, no sharp cut-off; also: not every result past the cut was called active; inactives centre near 0; reference of the scale not given here
MazEF act – activators of E. coli MazEF toxin-antitoxin RNase | FAM/BHQ RNA-DNA oligo cleavage fluorescence, 5 h | activation, % at 20 µM | 0.32% of 350,000 active; in the data active = activation above about 50%
TcdB GH inh – TcdB glycohydrolase inhibition | 0.24% of 350,000 active | inhibition, % at 9.99 µM | P18177 | TcdB glycohydrolase enzymatic assay, plate reader; in the data active = inhibition above about 10%
Anthrax LF inh2 – inhibitors of Bacillus anthracis lethal factor protease | inhibition, % at 10 µM | 0.12% of 360,000 active | AID 588501 | P15917 | multiplex microsphere protease cleavage assay, LF; in the data active = inhibition above about 30%; also: plate controls were buffer without enzyme for full effect and enzyme alone for no effect
Target sequence (P15917 whole entry, looked up): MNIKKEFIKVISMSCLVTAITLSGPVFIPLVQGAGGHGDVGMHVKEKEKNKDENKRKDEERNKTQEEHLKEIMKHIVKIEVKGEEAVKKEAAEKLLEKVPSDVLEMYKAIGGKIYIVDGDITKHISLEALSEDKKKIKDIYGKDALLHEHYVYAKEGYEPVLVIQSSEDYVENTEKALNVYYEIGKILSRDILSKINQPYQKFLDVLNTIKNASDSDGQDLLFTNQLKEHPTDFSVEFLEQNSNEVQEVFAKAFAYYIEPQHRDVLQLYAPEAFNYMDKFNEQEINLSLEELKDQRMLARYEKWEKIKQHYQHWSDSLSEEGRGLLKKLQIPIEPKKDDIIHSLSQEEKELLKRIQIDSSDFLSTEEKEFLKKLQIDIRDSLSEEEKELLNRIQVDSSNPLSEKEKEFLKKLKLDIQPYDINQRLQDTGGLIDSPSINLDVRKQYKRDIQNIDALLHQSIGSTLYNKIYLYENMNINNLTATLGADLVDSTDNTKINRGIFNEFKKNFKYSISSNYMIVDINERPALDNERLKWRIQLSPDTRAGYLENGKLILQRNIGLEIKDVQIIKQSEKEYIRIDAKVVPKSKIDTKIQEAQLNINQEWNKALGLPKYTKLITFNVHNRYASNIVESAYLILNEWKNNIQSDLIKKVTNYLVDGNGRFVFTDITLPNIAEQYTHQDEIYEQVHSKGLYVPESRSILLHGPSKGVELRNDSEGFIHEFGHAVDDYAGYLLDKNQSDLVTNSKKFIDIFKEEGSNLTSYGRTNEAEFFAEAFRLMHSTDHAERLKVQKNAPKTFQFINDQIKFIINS
* = called active by the depositor; i = inactive; x = not tested or not shown; & = joins results of further samples. An excerpt, so the mix of outcomes need not match the whole.

SMILES	3CLpro inhibitor	SSB-PriA inh	Rv3671c inh	Y pestis TopoI	PfHsp40 rescue	DUSP3 inh	Vc quorum ag	MazEF act	TcdB GH inh	Anthrax LF inh2
Cc1cccc(C)c1NC(=O)N1C(C(=O)O)CSC1C(=O)O (stereo not drawn)	-2	2	2	8	0.7	-2	-0.3	-2	x	0
CC(C)C(=O)Nc1nnc(SCC(=O)NCc2ccco2)s1	2	2	9	8	-1.7	16	-7.9	7	x	1
COc1ccc(CNC(c2ccccc2)c2ccc(Cl)cc2)cc1 (stereo not drawn)	-1	-46	6	20	-1.2	10	-0.5	-1	0.9	-7
CCOC(=O)c1cn(CC)c2cc3c(cc2c1=O)OCO3	x	-15	4	-1	0.7	x	1.5	3	1.2	-10
CC1CCC(NC(=O)CN2C(=O)NC3(CCCCC3C)C2=O)CC1 (stereo not drawn)	x	-4	3	9	-1.4	x	i	-1	-3.1	-8
CC(Oc1ccc(Cl)cc1)C(=O)NCCCn1ccnc1 (stereo not drawn)	1	-7	-7	-13	0.4	10	i	4	x	3
COCCNC(=O)c1cc(-c2ccccc2)n(CC2CC(c3ccc(OC)cc3)=NO2)n1 (stereo not drawn)	x	-3	-10	11	-0.4	x	i	-10	0.7	-3
CC(C)CC(COCc1cccc(Cl)c1)N1CCN(C(=O)c2ccc(C(F)(F)F)cc2)CCC1=O (stereo not drawn)	5	-10	5	36	9.4	-3	-11	-1	1.9	-6
CN1CCN(c2ncnc3c2[nH]c2ccc(F)cc23)CC1	-2	2	4	-10	0.0	-18	i	6	x	-4
C=CCC[C@@H](Cc1ccc(F)cc1)C(=O)OC[C@H](Cc1c[nH]c2ccccc12)NC(=O)[C@@H](CC=C)CC(=O)N(CCO)Cc1ccccc1	x	0	-1	25	0.6	x	-0.4	-10	x	-10
CC(C)OC(=O)C1C(=O)CC(C)(O)C(C(=O)OC(C)C)C1c1ccc(F)cc1 (stereo not drawn)	4	0	-1	7	-1.9	25	i	10	-0.2	-4
Cc1ccc(C(=O)C2=C(O)C(=O)N(Cc3cccnc3)C2c2ccc(Cl)c(Cl)c2)o1 (stereo not drawn)	-1	-1	-2	3	-0.3	10	i	3	x	-2
N#CC1=C(N)N(c2ccc(Cl)c(Cl)c2)C(=O)C1	3	-2	-4	-3	1.3	11	i	-28	1.2	-5
CN(CC(=O)Nc1cccc2ccccc12)C(=O)/C=C/c1cccs1	1	-5	-4	4	0.1	23	-0.3	-16	x	-2
COC(=O)c1cccc(C(=O)N2CCCC(C(=O)c3cc(F)ccc3F)C2)c1 (stereo not drawn)	1	2	-18	13	-0.2	-1	-3.7	4	1.4	-3
CC(C)CCN(Cc1ccco1)S(=O)(=O)c1csc(C(N)=O)c1	7	1	-3	7	1.2	-10	1.7	11	1.7	-2
Cc1ccc2c(c1)C1(C)C(C(C)(C)N2C=O)C1(Cl)Cl (stereo not drawn)	-2	-19	10	2	-0.9	21	-0.6	2	-2.4	-7
Cn1cccc1/C=N/NC(=O)c1cc2ccccc2cc1O	-2	x	9	-7	0.8	6	-0.3	4	-2.8	0
COc1ccc(Cl)cc1NS(=O)(=O)c1ccc2c(c1)NC(=O)CCS2	7	-3	-5	7	1.5	10	-6.2	9	0.2	-2
N#CCCN1CCN(S(=O)(=O)c2ccc(S(=O)(=O)N3CCCC3)cc2)CC1	1	-4	-7	1	0.1	-2	-0.2	10	1.3	-3
CC1(C(=O)O)CCC(C(=O)NNC(=O)c2ccccc2Cl)C1(C)C (stereo not drawn)	x	-2	4	6	x	x	i	-5	0.0	-3
CCC(=O)Nc1ccc(NC(=O)CSc2nnnn2-c2ccc(OC)cc2)cc1	9	-14	1	8	8.2	-23	i	-6	0.0	-10
CCOC(=O)CSc1nc2c(c(=O)[nH]c(=O)n2C)n1CCc1ccccc1	-2	-1	4	7	-0.7	9	i	6	x	-1
COc1cc2oc(=O)c(CC(=O)N3C[C@H]4C[C@@H](C3)c3cccc(=O)n3C4)c(C)c2cc1Cl	x	x	x	2	-0.3	x	-0.4	1	0.8	1
COCCn1cnc2c1c(=O)n(CC(=O)Nc1cc(C)on1)c(=O)n2Cc1ccccc1	1	-9	0	-10	-0.7	18	i	5	x	6
Continued.
SMILES	3CLpro inhibitor	SSB-PriA inh	Rv3671c inh	Y pestis TopoI	PfHsp40 rescue	DUSP3 inh	Vc quorum ag	MazEF act	TcdB GH inh	Anthrax LF inh2
CC(=C\C(=O)O)/C(=C/c1ccc(C)o1)C(=O)O	0	-6	0	-11	1.4	0	-0.3	4	-1.2	0
COCC(=O)Nc1cc([N+](=O)[O-])ccc1OC	-1	-4	-4	-2	0.4	-1	-0.3	3	x	1
COCCNC(=O)C1CCCN(C(=O)c2ccc3ccccc3n2)CC1 (stereo not drawn)	x	x	x	-1	x	x	-0.4	x	2.1	-2
CC(C)NCCCOc1ccc(Cl)cc1Br	2	-3	-3	-9	-0.5	7	x	5	x	0
N#Cc1ccc(C23CC4(C2)[C@H](CN(CC2CCCCC2)[C@@H]4c2ccccc2)C3c2ccc(Cl)nc2)cc1 (stereo partly drawn)	x	9	-13	0	0.2	11	i	-15	1.6	-8
C=CCn1c(SC2CCOC2=O)nc2sc(CC)cc2c1=O (stereo not drawn)	-2	-6	-6	4	-1.9	22	0.5	5	x	1
O=C(NNC(=O)C1CCN(S(=O)(=O)c2ccccc2C(F)(F)F)CC1)c1ccccc1O	x	-17	5	-4	0.5	x	i	2	0.4	-6
CCCSc1nc(SCC(=O)NCc2ccccc2)c2c3c(sc2n1)COC(C)(C)C3	-10	-3	-5	7	0.8	26	-0.2	4	x	-2
Cc1c(C(=O)N(C)C)c2ccc(Cl)cc2n1O	-1	-2	4	0	-2.0	-2	i	-9	-14	0
Cc1ccc2cc(C=O)c(N3CCOCC3)nc2c1C	3	-4	0	14	-0.4	18	0.8	6	0.1	x
COc1ccc(-n2c(NN)nc3sc4c(c3c2=O)CCCC4)cc1	2	2	-9	0	-1.1	34	-0.4	8	-0.4	-16
COc1ccc(OC)c2sc(NC(=O)CCSc3ccccc3)nc12	-1	-9&-11	12	1	1.0	-15	-0.5	12	0.5	-4
CCOC(=O)C(NC(=O)c1ccc(OC)cc1)(N1CCOCC1)C(F)(F)F (stereo not drawn)	4	7	-3	5	0.5	2	i	-8	x	-4
CCc1nc(Nc2ccccc2O)c2oc3ccccc3c2n1	1	1	x	-3	0.7	-14	i	1	1.4	3
CS(=O)(=O)N(CC(=O)N1CCCC1)c1ccc(Cl)cc1	-6	-4	7	-1	-1.5	-5	-0.2	-1	0.1	11
NC(=S)N/N=C/c1ccccc1[N+](=O)[O-]	-1	x	9	6	x	-1	-0.7	17	1.2	4
O=C(Nc1nnc(C(F)(F)F)s1)c1c(F)cccc1F	2	-10	-11	-1	2.7	27	-1.0	-5	1.5	-10
O=c1/c(=C/c2ccco2)sc2n1CN(c1cccc(Br)c1)CN=2	0	x	1	9	-0.4	15	-0.4	12	x	-7
CN(C)/C=N/c1ncc(C(=O)c2ccc3ccccc3c2)s1	-3	x	-2	8	0.9	33	1.7	2	x	4
CCCN1CCC(=NNc2ccc(S(N)(=O)=O)cc2[N+](=O)[O-])CC1	-1	0	6	-4	-1.3	-13	-2.9	-1	-0.4	-6
C=C(C(=O)O)C(CCCCCC)C(=O)O (stereo not drawn)	9	-6	-2	-2	-0.9	12	i	2	1.1	-2
COc1ccccc1C(=O)Nc1nnc(SCC(=O)Nc2ccc3c(c2)oc2ccccc23)s1	-3	-2	-111	17	-1.2	-3	i	-34	x	2
CC(=O)c1ccc(OCC(=O)NC(=O)NC2CCCCC2)cc1	-4	6	1	4	1.7	20	-1.6	5	1.1	-1
O=C(NCc1nnc(SCc2ccccc2)n1-c1ccc(F)cc1)C12CC3CC(CC(C3)C1)C2	-1	16	-2	16	1.7	12	i	3	0.6	-2
CCC(NC(=O)Nc1ccc(O)cc1)(C(F)(F)F)C(F)(F)F	-1	-5	-25	-2	0.6	29	-0.4	11	x	1
(listing goes on)
SMILES	3CLpro inhibitor	SSB-PriA inh	Rv3671c inh	Y pestis TopoI	PfHsp40 rescue	DUSP3 inh	Vc quorum ag	MazEF act	TcdB GH inh	Anthrax LF inh2
Cc1cc(=O)oc2cc(OCC(=O)N3CCc4ccccc4C3)ccc12	-1	3	-3	21	-0.3	15	-0.8	-1	x	-1
COc1ccc(C(C)=O)cc1CSc1nc2cc(C(=O)O)ccc2c(=O)n1Cc1ccccc1	0	-4	-18	-6	0.5	-4	i	1	-0.5	2
CC(=O)c1ccc2c(c1)C1C(Cl)C(Sc3ccccc3[N+](=O)[O-])CC1C(c1ccccc1[N+](=O)[O-])N2 (stereo not drawn)	4	36	-7	-7	2.2	13	i	-5	x	-5
CCC(C)[C@H](NC(=O)CCn1nnc2ccccc2c1=O)C(=O)O (stereo partly drawn)	0	-3	-13	-1	-1.9	39	-0.5	1	x	-3
Cc1nc(C(F)(F)F)ccc1C(=O)N1CCC1(C)C(=O)NS(=O)(=O)c1ccccc1Cl (stereo not drawn)	x	x	x	-2	x	x	-1.6	x	0.8	-6
Cc1ccccc1-n1ncc2c1CC(C)(C)CC2NC(=O)CN1CCCC1=O (stereo not drawn)	-4	6	4	4	0.2	6	-0.8	-3	0.5	0
CC(C)NC(=O)C1CCN(c2ccc(S(=O)(=O)N3CCOCC3)cc2Cl)CC1	-7	-8	6	2	-0.8	28	i	-1	1.1	2
CCN(CC)N=Nc1ccc(S(N)(=O)=O)cc1	2	7	-4	-10	0.1	2	-1.4	4	5.2	-2
COc1ccc(-n2c(C)c(C)c3c(NCCCN(C)C)ncnc32)cc1	0	0	0	3	x	18	-0.2	9	3.3	17
COc1cccc(NC(=O)CN2C(=O)NC3(CCCc4ccccc43)C2=O)c1 (stereo not drawn)	x	5	-11	-11	0.1	x	0.0	1	2.0	-4
Cc1ccccc1C(=O)NNC(=O)CN1C(=O)c2ccccc2C1=O	-1	-4	2	2	-1.4	12	-0.1	1	0.6	-3
COc1cc(CC(NC(C)=O)C(=O)NC2CCN(C(=O)c3ccc(C)cc3)CC2)cc(OC)c1 (stereo not drawn)	4	-1	7	8	-1.4	6	i	10	1.7	5
Cc1nc2c(OCc3ccc(C#N)cc3)cccn2c1N(C)C(=O)CCC1CCCC1	x	x	x	22	x	x	i	x	0.0	7
CCc1nnc(NC(=O)CCC(=O)Nc2ccc(Cl)cc2)s1	-2	-15	-8	6	0.5	1	i	-3	1.3	-1
O=S(=O)(Nc1ccccc1)c1ccc(Oc2ncc(C(F)(F)F)cc2Cl)cc1	8	-6	-59	15	282*	-2	-0.5	3	x	-8
CCOC(=O)C1=CN(Cc2cccc(F)c2)S(=O)(=O)N(C)C1c1ccc(F)c(Cl)c1 (stereo not drawn)	x	-2	x	22	2.0	x	1.1	9	-0.2	-1
C/C(=N/NC(=O)C1CC1(c1ccccc1)c1ccccc1)c1ccco1 (stereo not drawn)	4	x	0	2	0.1	20	-3.1	2	2.2	-4
